Screening data as filed in PubChem.
UDG counterscr: Primary qHTS assay for inhibitors of Activation Induced Cytidine Deaminase (AID): UDG Counterscreen signal; Uracil-DNA glycosylase; FRET deamination/UDG coupled assay, UDG read, 4 h; Potency, µM (doses to about 115 µM), inactives show top-dose activity change, negative = inhibition, most hits filed as inhibitors; actives 0.14% (n = 91,000); AID 1347430, 2020; note: nearly all actives have a fitted effect of over 65% in size
AID inh: Primary qHTS assay for inhibitors of Activation Induced Cytidine Deaminase (AID): AID signal. AID deamination FRET fluorescence, UDG-coupled, 4 h. AID 1347428, 2020. Single-stranded DNA cytosine deaminase (Homo sapiens), Q9GZX7. actives 0.32% (n = 91,000). Potency, µM (highest dose often 115 µM), for the others: at the top dose activity change, negative = inhibition, usual class: inhibitors; note: nearly all actives have a fitted effect of over 25% in size
Target sequence (Q9GZX7 whole entry, looked up): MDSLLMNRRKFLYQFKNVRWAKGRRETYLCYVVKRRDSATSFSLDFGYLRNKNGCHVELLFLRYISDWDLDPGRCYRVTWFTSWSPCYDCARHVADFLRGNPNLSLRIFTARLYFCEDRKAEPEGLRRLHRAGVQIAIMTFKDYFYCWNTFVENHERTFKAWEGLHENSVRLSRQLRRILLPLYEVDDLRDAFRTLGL
The depositor's hits bear a star; u = inconclusive; [ ] = dose if it differs, or a comment. Calls come from the whole dose curve; as a rule, active = well fitted curve in the direction sought with a large enough effect; inconclusive = small, poorly fitted or top-dose-only effect, or another doubt; inactive = no such curve, though single readings can be large; an effect the other way counts as inactive or inconclusive. % is set by controls: 0 for no effect and ±100 for the full control effect; potency is the fitted concentration of half-maximal effect. The list is partial; rates above refer to the full screens.

Results follow in this order: UDG counterscr | AID inh
- COC(=O)C1(C(=O)/C=C/c2ccc(Cl)cc2)CCCCC1
  1% | -9%
- CCn1c(=O)c2cc(C(=O)N(CCN(C)C)Cc3ccccc3)sc2c2ccccc21
  -10% | u
- Cc1cc(C)c2oc(=O)cc(CN3CCC(C(N)=O)CC3)c2c1
  -1% | 3%
- S=C(NNC(=S)NC1CCCCC1)NC1CCCCC1
  -8% | 1%
- Nc1c(C(=O)Nc2ccc(Cl)c(C(F)(F)F)c2)sc2nc(-c3ccncc3)ccc12
  -3% | 8%
- O=C(c1cccn2c(=O)c3cc(Cl)ccc3nc12)N1CCN(c2ccccc2F)CC1
  79µM* | -16%
- O=C(CSc1nccn1Cc1ccccc1)NC1CCCC1
  -5% | 12%
- Cc1nn(C)c(C)c1S(=O)(=O)N(CC(=O)NCCc1ccc(Cl)cc1)c1ccc(C(C)C)cc1
  10% | 3%
- O=C(Nc1ccc(F)cc1F)C1CCN(C(=O)c2cnn(-c3ccccc3)c2-n2cccc2)CC1
  -12% | -23%
- CCOC(=O)/C=c1/s/c(=C/c2ccc(Cl)cc2)c(=O)n1Cc1ccc(C(=O)OC)cc1
  -7% | -9%
- Cc1cccc(N2CCN(C(=O)Cn3cnc(S(=O)(=O)N4CCOCC4)c3)CC2)c1C
  1% | -7%
- O=C(CCCOC(=O)c1cc(Cl)ccc1[N+](=O)[O-])c1ccc(Br)cc1
  -4% | 0%
- COc1ccc(NC(=O)c2c(NCc3sccc3C)sc3c2CCCC3)c(OC)c1
  4% | 4%
- Cc1nn(C)cc1NC(=O)c1c(Br)cnn1C
  -2% | -2%
- Cc1cc(C)c(NC(=O)Cn2c(=O)nc(-c3ccccc3)c3cc(Cl)ccc32)c(C)c1
  7% | 15%
- Cc1ccc(SCC(=O)Nc2ccc3oc(-c4cccc(C)c4)nc3c2)cc1
  23% | 4%
- CCCCC(=O)NC(NC(=O)CCCC)c1ccc(Cl)cc1
  2% | -1%
- COc1ccc2cc(S(=O)(=O)c3ccc(Cl)c(Cl)c3)c(=O)oc2c1
  -1% | 6%
- CCOC(=O)C(CC)Sc1ccc2nnc(CCNS(=O)(=O)c3ccc(C)cc3)n2n1 (centres undefined)
  45%[activator] | -10%
- Cc1cccc(N2NC3(CCCCC3)NC2=S)c1C
  -15% | 8%
- COc1ccc(C(C(=O)NCc2ccccc2)N(C(=O)Cn2nnc3ccccc32)c2ccc(OC)cc2)cc1 (centres undefined)
  1% | 5%
- O=C(c1cc(-c2ccc(Br)cc2)n[nH]1)N1CCN(S(=O)(=O)c2ccc(Cl)s2)CC1
  2% | 8%
- O=C(NC1CCCc2ccccc21)c1ccsc1 (centres undefined)
  -6% | -4%
- NC(=O)CN1CCN(c2nc3ccccc3nc2NS(=O)(=O)c2cccc(Cl)c2)CC1
  -8% | 8%
- N#Cc1ccccc1CN1CCSc2ccccc21
  -3% | -18%
- COc1ccc(NC(=O)CN(c2ccc(C)cc2)S(=O)(=O)c2cccs2)cc1OC
  1% | 24%
- CC(C)c1ccc(C(C)NC(=O)CCCNC(=O)C(C)(C)C)cc1 (centres undefined)
  -2% | 4%
- O=C(NC1Cc2ccccc2C1)C1CC1
  -6% | 22%
- Cn1ccc(NC(=O)CCc2ncc(-c3ccccc3)o2)n1
  9% | 6%
- CCOc1ccc(NC(=O)CN2C(=O)C(c3ccc(Cl)cc3)=NC2(C)C)cc1
  -3% | -20%

The closing 3 compounds of the section above are carried over, then new ones follow:
Results follow in this order: UDG counterscr | AID inh
- O=C(NC1Cc2ccccc2C1)C1CC1
  -6% | 22%
- Cn1ccc(NC(=O)CCc2ncc(-c3ccccc3)o2)n1
  9% | 6%
- CCOc1ccc(NC(=O)CN2C(=O)C(c3ccc(Cl)cc3)=NC2(C)C)cc1
  -3% | -20%
- Cc1nn(-c2ccccc2)c2c1C(C(F)(F)F)(C(F)(F)F)N=C(N(C)C)O2
  -2% | -12%
- COc1cccc(CNC(=O)C(C)n2c(=O)cc(-c3ccccc3)c3c(C)nn(C)c32)c1 (centres undefined)
  -11% | -21%
- CCOc1ccc(OCC)c(NC(=O)c2cc(-c3cccs3)nc3ccccc23)c1
  -14% | 6%
- COc1ccc(C)cc1NC(=O)CN1C(=O)CSc2ccc(S(=O)(=O)N3CCCC3)cc21
  -8%[57.5 µM] | 3%
- COc1ccc(OC)c(C2C3=C(CC(C)(C)CC3=O)OC3=C2C(=O)CC(C)(C)C3)c1
  2% | -6%
- CCCNC(=O)CCn1nc(-c2ccc(C)cc2)c2ccccc2c1=O
  -6% | -3%
- COc1ccc2cc(C(=O)N3CCC(C(=O)N4CCCC4)CC3)[nH]c2c1
  8% | 3%
- COc1ccc(S(=O)(=O)N(CC(=O)NC2CCCCCC2)c2ccc(C)cc2)cc1OC
  5% | -5%
- CCCCn1c(=O)c2oc3ccccc3c2n(CC(=O)Nc2ccc(CC)cc2)c1=O
  4% | -8%
- Cc1cccc(Nc2nc(-c3cc4cc(Br)ccc4oc3=O)cs2)c1
  5% | 8%
- Cc1cc(C(=O)O)ccc1-n1cccc1
  -1% | 1%
- CC(=O)N1CCCc2cc(S(=O)(=O)N3CCC(C(=O)NCc4ccccc4Cl)CC3)ccc21
  -1% | -22%
- CCN(CC)S(=O)(=O)c1ccc(NC(=O)c2c(C)oc3ncnc(N4CCOCC4)c23)cc1
  4% | 7%
- Cc1cccc(NC(=O)Cn2nnc(C(=O)Nc3ccccc3Br)c2N)c1C
  -1% | -2%
- CCc1ccc(-c2[nH]nc3nc(-c4ccc(OC)cc4)cc(C(=O)NCCc4ccc(OC)c(OC)c4)c23)cc1
  u | -27%
- C=CCNC(=O)CSc1ccc2c(c1)OCCCO2
  -1% | -2%
- CCOc1cccc(CNC2CC2)c1
  -2% | -2%
- CCc1ccc(-n2c(=O)c3c4c(sc3n(CC(=O)NCCCOC)c2=O)CCC4)cc1
  -1% | 4%
- Cc1cc(C)cc(NC(=O)CSc2oc(-c3ccccc3)nc2S(=O)(=O)c2ccccc2)c1
  -8% | 12%
- N#CCCCCS(=O)(=O)c1ccc2c(c1)OCCO2
  -7% | -10%
- CCC1=Nc2cc(C(=O)NCc3ccc(C)cc3)ccc2Sc2ccc(C)cc21
  -9%[57.5 µM] | u
- O=C(/C=C/Nc1ccc2ccccc2c1)C(F)(F)F
  -6% | 0%
- CCCCSCCCNC(=O)c1cn(C)c2ccc(S(=O)(=O)N3CCCC3)cc2c1=O
  -8%[57.5 µM] | -7%[57.5 µM]
- COCCCNC(=O)C1CCN(c2cc(C)nc3c(-c4ccc(OC)c(OC)c4)c(C)nn23)CC1
  -4% | -1%
- COc1ccc(Cn2c(SCC(=O)N3CCN(c4ccc(F)cc4)CC3)nc3ccccc32)cc1
  7% | 43%[activator]
- CN(C)c1ccc(NC(=O)CC2C=CCC2)cc1 (centres undefined)
  -9% | 20%
- Cc1ccc(N(CC(=O)NCCc2ccc(Cl)cc2)S(=O)(=O)N(C)C)cc1
  -14% | u
- C/C(=N/Nc1ccc([N+](=O)[O-])cc1)c1ccc(Cl)cc1
  -5% | -11%
- CC(OC(=O)c1n[nH]c(=O)c2ccccc12)C(=O)c1ccc2c(c1)CCC2 (centres undefined)
  6% | -5%
- Cc1ccccc1NC(=O)c1sc2c(c1C)C(c1ccncc1)CC(=O)N2 (centres undefined)
  1% | 2%

Pulled by compound from the entries so far, two records:
Results follow in this order: UDG counterscr | AID inh
- Cc1cccc(Nc2nc(-c3cc4cc(Br)ccc4oc3=O)cs2)c1
  5% | 8%
- Cc1cc(C(=O)O)ccc1-n1cccc1
  -1% | 1%

(cont.)
Results follow in this order: UDG counterscr | AID inh
- CC1CCC(NC(=O)C23CC4CC(CC(Cl)(C4)C2)C3)CC1 (centres undefined)
  -5% | -3%
- CCOCCCNC(=O)c1ccccc1C
  -1% | 2%
- CCc1ccc(/C=C/C(=O)c2ccc(O)cc2)cc1
  5% | 2%
- CCS(=O)(=O)N1CC(=O)N(c2cc(C)cc(C)c2)C(C)(C(=O)NC2CCCCC2)C1 (centres undefined)
  -20% | 6%
- CC(=O)c1cccc(NC(=O)c2cc(-c3ccc4c(c3)OCCO4)on2)c1
  11% | -2%
- CCCCn1c(=O)[nH]c(=O)c2c1nc(CCC(N)=O)n2CC(C)C
  -3% | -3%
- Cc1c(Cl)cccc1NC(=O)CCNC(=O)c1cccs1
  3% | 1%
- O=C(NCc1ccc(F)cc1)c1cc2c(=O)n3ccccc3nc2s1
  17% | 17%
- Cc1ccc(CNC(=O)CN2C(=O)CN(C(=O)NCc3ccc(F)cc3)c3ccccc32)cc1
  -1% | -3%
- CCN1CCN(Cc2c(O)ccc3cc(-c4ccc(OC)cc4)c(=O)oc23)CC1
  3% | -10%
- COc1ccc(Br)cc1C12CC3CC(CC(C3)C1)C2
  3% | 2%
- COC(=O)c1oc(CN2CCCC2c2ccsc2)cc1C (centres undefined)
  3% | 4%
- COc1cc(NS(=O)(=O)c2cc(Br)cc3c2N(C(C)=O)C(C)C3)cc(OC)c1 (centres undefined)
  1%[57.5 µM] | 5%
- CCc1ccccc1-n1ncc2c1NC(=O)CC21C(=O)N(CC(N)=O)c2ccccc21 (centres undefined)
  -5% | -3%

Entries from the list above that have a thiophene ring, fused or not (12):
Results follow in this order: UDG counterscr | AID inh
- CCn1c(=O)c2cc(C(=O)N(CCN(C)C)Cc3ccccc3)sc2c2ccccc21
  -10% | u
- Nc1c(C(=O)Nc2ccc(Cl)c(C(F)(F)F)c2)sc2nc(-c3ccncc3)ccc12
  -3% | 8%
- COc1ccc(NC(=O)c2c(NCc3sccc3C)sc3c2CCCC3)c(OC)c1
  4% | 4%
- O=C(c1cc(-c2ccc(Br)cc2)n[nH]1)N1CCN(S(=O)(=O)c2ccc(Cl)s2)CC1
  2% | 8%
- O=C(NC1CCCc2ccccc21)c1ccsc1 (centres undefined)
  -6% | -4%
- COc1ccc(NC(=O)CN(c2ccc(C)cc2)S(=O)(=O)c2cccs2)cc1OC
  1% | 24%
- CCOc1ccc(OCC)c(NC(=O)c2cc(-c3cccs3)nc3ccccc23)c1
  -14% | 6%
- CCc1ccc(-n2c(=O)c3c4c(sc3n(CC(=O)NCCCOC)c2=O)CCC4)cc1
  -1% | 4%
- Cc1ccccc1NC(=O)c1sc2c(c1C)C(c1ccncc1)CC(=O)N2 (centres undefined)
  1% | 2%
- Cc1c(Cl)cccc1NC(=O)CCNC(=O)c1cccs1
  3% | 1%
- O=C(NCc1ccc(F)cc1)c1cc2c(=O)n3ccccc3nc2s1
  17% | 17%
- COC(=O)c1oc(CN2CCCC2c2ccsc2)cc1C (centres undefined)
  3% | 4%
